PglD inh – PglD (C. jejuni) enzyme inhibition; purified PglD enzyme, DTNB colorimetric CoA detection; inhibition, % at 12.5 µM; 0.098% of 360,000 active; AID 602405; in the data active = inhibition above about 16%, passing the limit was not always enough; inconclusive = no clear call, values can overlap the other calls; also: strong numbers were not always called active
EWS-Fli block – blocks EWS/Fli oncoprotein-driven transcription | A673 NR0B1-luciferase reporter, viability-normalised | inhibition, % at 12.6 µM | 0.67% of 350,000 active;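 active = mean inhibition of at least 50% after viability correction, with every replicate also passing that limit; inconclusive = mean reaches 50% but only one of two replicates passes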;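 also: firefly luciferase signal divided by Alamar Blue viability fluorescence both relative to DMSO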
PGC1a acetyl inh – lowers PGC1a acetylation signal in U2OS cells; inhibition, % at 15.6 µM; 0.17% of 350,000 active; AlphaScreen anti-acetyl-lysine; with virally co-expressed GCN5 acetyltransferase; AID 651687;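 active = every replicate shows inhibition of at least 40%; inconclusive = mean inhibition at least 40% but some replicate below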;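 also: 0% = neutral control wells and 100% = positive control wells; some results beyond the cut were filed as inactive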
ERAP1 inh – blocks human ERAP1 aminopeptidase activity | recombinant ERAP1, Leu-AMC fluorescence, 60 min | 0.15% of 340,000 active | inhibition, % at 10.7 µM | Q9NZ08;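 active = mean replicate inhibition of at least 30%, or all replicates individually reaching that 30% level; inactive = mean below 30% and not every replicate reaching it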;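 also: 0% = neutral control wells and 100% = L-leucinethiol positive control wells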
Target sequence (Q9NZ08 whole entry, looked up): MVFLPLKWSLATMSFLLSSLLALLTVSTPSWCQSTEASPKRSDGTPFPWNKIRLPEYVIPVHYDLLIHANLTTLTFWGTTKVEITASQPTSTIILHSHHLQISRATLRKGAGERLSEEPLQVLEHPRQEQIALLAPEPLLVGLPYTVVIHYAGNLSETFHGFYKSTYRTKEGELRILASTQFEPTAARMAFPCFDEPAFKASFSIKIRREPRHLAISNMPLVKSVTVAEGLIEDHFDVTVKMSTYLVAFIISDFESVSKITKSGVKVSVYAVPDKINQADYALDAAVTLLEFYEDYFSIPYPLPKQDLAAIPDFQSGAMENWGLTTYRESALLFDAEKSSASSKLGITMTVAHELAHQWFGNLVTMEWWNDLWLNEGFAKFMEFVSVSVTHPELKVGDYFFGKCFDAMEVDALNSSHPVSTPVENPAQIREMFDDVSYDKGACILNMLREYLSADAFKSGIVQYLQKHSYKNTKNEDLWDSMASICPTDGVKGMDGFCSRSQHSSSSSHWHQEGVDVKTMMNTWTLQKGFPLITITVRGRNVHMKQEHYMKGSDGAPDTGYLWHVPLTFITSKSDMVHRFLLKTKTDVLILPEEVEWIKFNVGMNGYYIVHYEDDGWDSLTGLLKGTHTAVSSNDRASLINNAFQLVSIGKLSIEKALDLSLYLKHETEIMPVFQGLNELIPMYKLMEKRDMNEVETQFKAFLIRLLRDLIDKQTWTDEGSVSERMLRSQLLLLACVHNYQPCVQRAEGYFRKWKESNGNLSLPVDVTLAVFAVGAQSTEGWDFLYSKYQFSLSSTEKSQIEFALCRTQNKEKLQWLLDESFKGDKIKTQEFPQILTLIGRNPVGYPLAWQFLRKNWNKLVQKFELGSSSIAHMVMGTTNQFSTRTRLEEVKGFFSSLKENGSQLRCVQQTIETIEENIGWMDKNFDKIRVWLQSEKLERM
LGR2 inh – inhibitors of bursicon-induced Drosophila LGR2 receptor cAMP signaling | HEK293 LGR2, CRE-luciferase, bursicon-stimulated, 4 h | inhibition, % at 9.99 µM | 0.35% of 380,000 active | AID 720647;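 active = drop in luminescence signal, shown as inhibition above about 50% in the replicate tests, limit read from the data, passing the limit was not always enough; inconclusive = probably only some replicates passing the limit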;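 also: agonist challenge used bursicon conditioned medium at about half maximal strength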
S100A4 MyoIIA – S100A4-myosin IIA interaction inhibition | P26447 | S100A4/TAMRA-MyoIIA peptide fluorescence polarization | inhibition, % at 10.7 µM | 0.14% of 360,000 active | AID 652163;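 active = mean inhibition of at least 70% across replicates, with every replicate also reaching that level; inconclusive = mean inhibition reaches 70% but some replicates fall short; inactive = mean inhibition below 70%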
Target sequence (P26447 whole entry, looked up): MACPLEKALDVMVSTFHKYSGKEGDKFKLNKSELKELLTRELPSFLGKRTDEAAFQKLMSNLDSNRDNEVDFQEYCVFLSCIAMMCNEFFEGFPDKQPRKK
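Test system – S100A4 monomer (human) · Compound – single-point compound testing · Schedule – 5 min incubation before reading · Probe or stimulus – TAMRA-labelled myosin IIA heavy-chain peptide probe, 5 nM · Benchmarks – neutral control DMSO, positive control TFP · Medium – Calcium-containing HEPES buffer, pH 7.2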
PAX8 reporter – inhibitors of PAX8 transcriptional activity in RMG-I cells; inhibition, % at 12.6 µM; RMG-I TPO-luciferase reporter, SteadyGlo, 24 h; 1.2% of 360,000 active;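 active = mean replicate inhibition at least 60% with every replicate also reaching 60%; inconclusive = only one of the two criteria is met; inactive = mean below 60% and not all replicates reaching 60%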;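 also: luciferase light reporting Pax8 driven TPO promoter activity; plate controls were median of neutral control wells for no effect and mitoxantrone controls for full effect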
FN deposition inh – fibronectin deposition inhibition | AH1F fibroblasts, Alexa488-fibronectin deposition fluorescence, overnight | inhibition, % at 12.6 µM | 0.086% of 350,000 active | AID 743247;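 active = mean inhibition across replicates of 30% or more, regardless of how many single replicates reach that level; inconclusive = mean under 30% yet at least half of replicates reach 30%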;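 also: positive control wells lacked labelled fibronectin entirely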
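Material: AH1F fibroblasts assembling fluorescent fibronectin matrix; amount: 10000 AH1F cells/well; medium: DMEM, 2% serum; reagent: Alexa488-fibronectin, 24 nM final in well; dosing: single compound dose, delivered by pin transfer; incubation: 1 h adhesion, overnight exposure; detection: fluorescence after three HBSS washes, excitation 485 nm, emission 525 nm; measure: fibronectin deposition inhibition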
The depositor's hits bear a star; ? = inconclusive; / = no result given; & = joins results of further samples.

SMILES	PglD inh	EWS-Fli block	PGC1a acetyl inh	ERAP1 inh	LGR2 inh	S100A4 MyoIIA	PAX8 reporter	FN deposition inh
COCCNC(=O)c1c[nH]c2ccc(S(=O)(=O)N(C)c3ccc(C)c(C)c3)cc2c1=O	/	28	/	-3	11	-6	-2	9
NC1=NOC(=O)C1C1CCCCC1 (stereo not given)	1	-4	0	4	-8	6	-18	-5
Cn1ccc(NC(=O)Nc2cccc([N+](=O)[O-])c2)n1	-3	-21	8	-7	-57	0	-50	-11
CCc1cc2c(nc1CC)CCCN2S(=O)(=O)c1ccc(C)cc1	/	13	/	-5	8	4	-5	1
CCCCNc1c(-c2ccc(-c3cccc(Cl)c3)cc2)nc2ccccn12	2	-67&-100	/	-4&-2	-42&-76	-3&-4	-83&-95	-7&-18
C/C=C/c1ccc([C@@H]2[C@@H](CO)N(C(=O)NCCC)[C@H]2CN(C)C(=O)CC)cc1	0	-1	3	/	4	/	-5	-14
C[C@H](CO)N1C[C@H](C)[C@@H](CN(C)S(=O)(=O)c2cn(C)cn2)Oc2c(NC(=O)c3ccc(-c4nccs4)cc3)cccc2C1=O	1	-5	-5	0	-7	15	/	3
O=C(NC1CCCCC1)c1n[nH]c2c1CCCCC2	-3	79*	/	0	91*	0	55	2
C[C@H]1CN([C@@H](C)CO)C(=O)c2cccc(NC(=O)Nc3ccccc3)c2O[C@@H]1CN(C)C(=O)Nc1ccccc1	-2	4	-5	2	-18	9	-4	/
Cc1ccc(-c2nc(CS(=O)(=O)CC(=O)N3CCc4ccccc4C3)c(C)o2)cc1	4	8	2	/	33	-1	25	-25
CCCN(C)C[C@H]1Oc2cc(C#CCN(C)C)ccc2S(=O)(=O)N([C@@H](C)CO)C[C@H]1C	-2	-7	14	3	2	16	/	10
Cn1c(=O)c(C(=O)c2ccc(S(C)(=O)=O)c(Cl)c2Cl)c(O)c2ccccc21	4	-10	4	3	10	-2	17	4
CS(=O)(=O)N(CC(=O)Nc1cccc(F)c1)Cc1ccccc1	1	3	-7	1	13	2	/	/
CCCCCCN(C(=O)CCCCCN1C(=O)NC(c2ccc(-c3ccccc3)cc2)C(C(=O)OCc2ccccc2)=C1C)C(C(=O)NCCCC)c1ccccc1 (stereo not given)	/	1	/	-3	0	38	32	-23
COc1ccc(NC(=O)Nc2ccc3c(c2)C(=O)N([C@H](C)CO)C[C@H](C)[C@H](CN(C)S(C)(=O)=O)OCCCC[C@H](C)O3)cc1	2	-8	10	-1	-18	19	-20	/
O=C(/C=C/c1ccccn1)c1ccc(Br)cc1O	/	12	/	-1	-3	-2	-9	0
CN(C)S(=O)(=O)c1ccc(NC(=O)C2CC(=O)N(Cc3ccccc3Cl)C2)cc1 (stereo not given)	/	3	-11	-2	-6	-17	2	4
O=C(C[C@@H]1C=C[C@@H](NS(=O)(=O)c2cccc(F)c2)[C@@H](CO)O1)N1CCCCC1	-1	6	4	2	-24	-4	5	-15
CC=Cc1ccc2n(c1=O)C[C@H]1[C@H](CO)[C@@H](C(=O)Nc3ccc(-c4ccccc4)cc3)[C@@H]2N1CC (mixture of isomers)	/	-14	-23	0	-7	6	-1	/
COc1ccccc1C(=O)NCC(=O)N/N=C/c1cccc(Cl)c1	/	-6	/	0	0	-1	-5	-5
COc1ccc(Br)cc1Cn1nnc(C(=O)Nc2ccc3c(c2)OCCO3)c1N	5	1	/	2	-3	44	-16	-4
O=C(COC(=O)/C=C/c1cccc(Cl)c1)NC(=O)NCc1ccccc1	-2	-1	9	2	-4	2	3	/
O=C(CCCn1c(=S)[nH]c2ccc(Br)cc2c1=O)NCC1CCCO1 (stereo not given)	2	/	0	/	/	/	-8	-11
CN1CCN(C(=O)C[C@@H]2C[C@H]3c4cc(NC(=O)c5ccc6c(c5)OCO6)ccc4O[C@H]3[C@H](CO)O2)CC1	-3	-3	-5	-2	8	8	-8	/
O=C(NC1CCCC1)C(c1ccc(F)cc1)N1CCC(O)(c2ccc(Cl)cc2)CC1 (stereo not given)	/	5	/	/	-12	-5	-8	/
COc1ccc(S(=O)(=O)NCc2ccccn2)cc1NC(=O)c1ccccc1F	2	46	6	2	-2	-1	43	19
COc1ccc(S(=O)(=O)N[C@H]2CC[C@H](CCn3cc(C(C)C)nn3)O[C@H]2CO)cc1	9	-8	-4	/	-3	-20	-15	-10
O=C(N/N=C/C(Cl)=C/c1ccccc1)c1ccco1	7	-90	16	4	-56	-5	-170	6
Cc1ccccc1Nc1nnc(C)c(=O)n1N	3	10	/	1	2	-2	/	/
O=C(NCC1CCN(Cc2ccccc2F)CC1)Nc1cccc(Br)c1	8	16	/	-5	3	-18	16	-11
COc1cc(-c2nnc(COC(=O)c3ccc(C)o3)o2)cc(OC)c1OC	1	-1	1	3	3	0	10	-3
O=C(Nc1ccccc1F)N1CC(=O)N2[C@@H](CO)[C@H](c3ccc(C#CC4CC4)cc3)[C@@H]2C1	/	-5	12	-1	7	-5	-1	/
CCC[C@@H]1C[C@@H](C(=O)N[C@H]([C@@H](C)O)[C@H]2O[C@H](SC)[C@H](O)[C@@H](O)C2O)N(C)C1 (stereo not given in full)	-1&1	-18	-2	-3	/	-8&-4	-1	-3
NNC(=O)c1ccc(COc2cccc3ccccc23)o1	3	7	2	/	/	-3	20	3
CCOC(=O)c1ccc(NC(=O)CN2C(=O)NC3(CCCCCCC3)C2=O)cc1	0	-2	-11	2	-5	-12	-9	-1
C[C@@H]1CCCCO[C@H](CN(C)C(=O)Nc2ccccc2)[C@@H](C)CN([C@H](C)CO)C(=O)c2cc(NC(=O)Nc3ccc(C(F)(F)F)cc3)ccc2O1	/	-2	9	1	8	-4	12	/
CCCCN1C(=O)C(CC(=O)NCc2ccco2)CC(C(=O)N2CCCCCC2)=C1C (stereo not given)	/	-2	/	3	-6	2	-12	5
COc1ccccc1/C=N/NC(=O)c1nnn(-c2nonc2N)c1CN(C)c1ccccc1	1	/	11	0	5	-2	7	-3
COc1ccc(C2CC23N=C(c2ccccc2)OC3=O)cc1 (stereo not given)	/	1	/	5	2	7	0	2
O=CN1CCN(S(=O)(=O)c2ccc(S(=O)(=O)NC3CCCCC3)cc2)CC1	0	-4	-10	2	14	1	-10	1
CC(C)c1cc(C(=O)NCc2ccco2)no1	2	-16	1	2	-12	-4	-26	1
C[C@H](CO)N1C[C@H](C)[C@@H](CN(C)CC2CCCC2)Oc2ncc(C#Cc3cccc(F)c3)cc2C1=O	-2	1	-30	0	7	4	/	/
Cn1c(=O)n(CC(=O)O)c(=O)c2c1nc1n2CCCN1Cc1ccccc1	-2	6	/	-2	10	2	1	-9
O=C1NC2(CCCCCC2)C(=O)N1CCS(=O)(=O)Oc1ccccc1	/	5	-4	0	33	-3	12	-5
CCCCC[C@H](C)N1C[C@H](COCc2ccccc2)Oc2cc(N3CC[C@H](O)C3)ccc2S1(=O)=O	/	0	/	1	-4	-1	-9	-8
COc1ccc(Oc2cc(F)nc(N)n2)cc1	-3	-22	-2	3	-14	1	/	/
Cc1cc(C=C2C(=O)c3ccccc3C2=O)c(C)n1-c1cccc(C(=O)O)c1	6	-20	6	14	22	-8	1	/
O=C(C[C@H]1CC[C@H]2[C@@H](COC[C@@H](O)CN2S(=O)(=O)c2ccc(Cl)cc2)O1)N[C@H]1CCN(Cc2ccccc2)C1	0	1	3	-1	-1	0	14	3
COc1ccccc1C(=O)NCC(=O)n1nc(C)cc1C	2	/	-25	/	/	/	-9	-7
CCCOc1ccc2ccccc2c1/C=N/n1cnnc1	-3	/	-24	/	-13	/	/	4
COC(=O)c1ccc(Cn2nc(C)cc2C)cc1	1	/	-2	/	/	/	-119	-5
COc1ccccc1N1CCN(C(=O)CCCNC(=O)Cn2cnc3sc(C)c(C)c3c2=O)CC1	0	-2	19	-4	5	0	13	7
C[C@@H]1CN([C@H](C)CO)S(=O)(=O)c2ccc(C#CCC3CCCC3)cc2O[C@@H]1CN(C)C(=O)CC1CC1	5	17	25	1	29	9	?	/
Cc1cccc(OCC(=O)Oc2ccc(Cl)cc2)c1	/	1	-3	2	11	-14	8	-4
COc1ccc(/C=N/NC(=O)Cn2ccnc2C)cc1OC	8	3	-3	2	1	2	-16	3
CCCC#Cc1ccc([C@H]2[C@H](CO)N3C(=O)CN(C(=O)Nc4cccc(F)c4)C[C@@H]23)cc1	/	2	1	1	5	-4	10	-10
C[C@@H]1CCCCO[C@H](CN(C)CC2CCCCC2)[C@@H](C)CN([C@H](C)CO)C(=O)c2cc(NC(=O)C3CCCCC3)ccc2O1	0	-1	-2	2	17	2	-17	/
COc1ccc(Cn2cnc3c4cc(F)ccc4n(C)c3c2=O)cc1	-2	-10	5	-2	-4	-1	4	5
CCCNC(=O)N1C[C@@H]2[C@H](c3ccccc31)[C@H](CO)N2C(=O)NC(C)C	4	0	-10	/	-10	/	-3	/
O=C(O)C1(Nc2ccc(Cl)cc2)CCCC1	1	2	2	0	-11	-5	1	5

New compounds follow
SMILES	PglD inh	EWS-Fli block	PGC1a acetyl inh	ERAP1 inh	LGR2 inh	S100A4 MyoIIA	PAX8 reporter	FN deposition inh
C[C@@H]1CN([C@H](C)CO)C(=O)c2cc(NC(=O)Cn3cnnn3)ccc2O[C@@H]1CN(C)Cc1ccc(Cl)c(Cl)c1	2	-6	-6	1	6	-14	-6	/
CC1CCCCN1C(=O)Nc1ccccc1Cl (stereo not given)	6	-1	10	0	-2	5	7	6
C[C@H]1CN([C@@H](C)CO)C(=O)c2cc(C#CC3CC3)cnc2O[C@@H]1CN(C)C(=O)Nc1ccc(F)cc1	4	-6	4	1	-9	3	/	/
C=C(C)COc1ccc(-c2ncncc2-c2ccc(Br)cc2)c(O)c1	7	5	-7	2	-17	-11	2	-1
c1ccc(-c2nnc(C3CC(c4ccncc4)=NO3)o2)cc1 (stereo not given)	1	-11	/	/	2	0	1	7
C[C@H]1CCCCO[C@H](CN(C)C(=O)Nc2ccc(F)cc2)[C@@H](C)CN([C@@H](C)CO)C(=O)c2cc(NC(=O)NC3CCCCC3)ccc2O1	2	14	8	1	4	0	36	/
OCC[C@@H]1C[C@@H](O)[C@H](O)[C@]2(OCCCc3ccccc32)O1	7	4	10	0	2	-2	-10	5
COc1ccccc1CN(C)C(=O)c1ccccc1Sc1ccccc1C#N	9	0	24	5	5	-15	26	-6
CCOc1ccc2c(c1)c(N=Nc1cccc(C(=O)O)c1)c(O)n2C	-11	/	-9	/	-78	/	-129	4
COc1cc(/C=C/C(=O)OCC(=O)c2ccc(OC(F)F)cc2)ccc1O	1	37	/	0	11	-3	10	1

As a working copy, part of the list above:
SMILES	PglD inh	EWS-Fli block	PGC1a acetyl inh	ERAP1 inh	LGR2 inh	S100A4 MyoIIA	PAX8 reporter	FN deposition inh
OCC[C@@H]1C[C@@H](O)[C@H](O)[C@]2(OCCCc3ccccc32)O1	7	4	10	0	2	-2	-10	5
COc1ccccc1CN(C)C(=O)c1ccccc1Sc1ccccc1C#N	9	0	24	5	5	-15	26	-6
CCOc1ccc2c(c1)c(N=Nc1cccc(C(=O)O)c1)c(O)n2C	-11	/	-9	/	-78	/	-129	4
COc1cc(/C=C/C(=O)OCC(=O)c2ccc(OC(F)F)cc2)ccc1O	1	37	/	0	11	-3	10	1

Bioassay records: PubChem BioAssay, Broad Institute
